High-throughput results deposited in PubChem BioAssay by several laboratories.
TRPC4 agonist: TRPC4 (mouse) channel activation; B-score at 10 µM; Q9QUQ5; HEK293 TRPC4beta/mu-opioid, Fluo4 calcium fluorescence; hits give high values; 310,000 compounds, 0.49% hits;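 active = B-score above 5 SD of library B-scores, and initial fluorescence ratio not above library mean plus 5 SD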;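 note: positive B-score marks a calcium rise read as TRPC4 activation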
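Material: TRPC4beta and mu-opioid receptor HEK293 stable cells | Incubation: 45 min room-temperature Fluo4 loading, 110 s read | Detection: Kinetic Fluo4 calcium fluorescence | Measure: Integrated baseline-normalised fluorescence ratio, converted to per-well B score | Benchmarks: Low control buffer alone, high control maximal DAMGO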
TMEM16A act: mouse TMEM16A channel activation, primary screen; Q8BHY3; HEK293 TMEM16A/YFP-H148Q/I152L, iodide quench fluorescence; hits give low values; B-score at 10 µM; 340,000 compounds, 0.3% hits; AID 623877;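 active = fluorescence-ratio B-score plate-corrected deviation score at least 3 library SD below zero, with starting fluorescence score within 5 deviations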;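 note: channel opened by trigger with iodide after compound preincubation; score built on the fluorescence ratio of max minus min over baseline; more negative score means more quench and so TMEM16A activation or potentiation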
Dyrk1A ADPGlo: inhibitors of rat Dyrk1A kinase; ADP-Glo luminescence, NFATc1 peptide; Q63470; 310,000 compounds, 0.43% hits; AID 504441; inhibition, % at 12.5 µM; in the data active = inhibition above about 50%;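 note: plate controls were vehicle with enzyme for no effect and no enzyme for full effect; many of its hits are not listed in these tables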
KCNQ1 act: human KCNQ1 channel potentiation or activation; B-score at 10 µM; CHO-K1 KCNQ1, thallium flux FluxOR fluorescence; hits give high values; 310,000 compounds, 0.35% hits; P51787;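 active = fluorescence ratio B-score, a plate-corrected score, at least three library SD, with initial intensity B-score within 5 SD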
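Medium – assay buffer, equal DMSO in all wells · Material – CHO-K1 cell line with stable KCNQ1 potassium channel expression · Signal – kinetic FluxOR thallium fluorescence, 10-s 1-Hz baseline, 110-s post-stimulus read · Compound – single concentration per compound, DMSO matched to controls · Schedule – 37 °C overnight plating, 90-min dark dye load, 20-min compound pretreatment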
hERG protect: compounds protecting human hERG from proarrhythmic drug block | 310,000 compounds, 0.51% hits | activation (rescue from dofetilide block), less the hit threshold, % at 10 µM | Q12809 | CHO-hERG, FluxOR thallium flux, dofetilide IC70 present;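 active = activation above the mean of controls blocked by dofetilide plus 5 SD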;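 note: thallium influx through hERG after potassium depolarization seen as dye fluorescence rise; in these data hits start at about 4.7%; inactives centre near -7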
KCNQ1 block: human KCNQ1 channel inhibition. CHO-K1 KCNQ1, FluxOR thallium flux fluorescence; hits give high values. B-score at 10 µM. 310,000 compounds, 1.3% hits;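 active = compounds whose thallium flux B-score, printed positive for inhibition, exceeds three library SD while starting fluorescence stays within three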;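 note: channel opened by potassium depolarization with thallium stimulus after 20 min compound exposure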
TRPC4 potent: allosteric potentiators of mouse TRPC4 channel; Q9QUQ5; HEK293 TRPC4beta/mu-opioid, DAMGO EC20, Fluo-4 Ca2+ flux; hits give high values; B-score at 10 µM; 310,000 compounds, 0.42% hits;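 active = B-score of calcium response area above 5 SD of library B-scores, with initial fluorescence ratio within 5 SD of library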;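 note: B-score of integrated fluorescence ratio over time as area under calcium response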
KCNK9 inh: human KCNK9 channel inhibition; 310,000 compounds, 1.2% hits; B-score at 10 µM; HEK293 KCNK9, FluxOR thallium flux fluorescence; hits give low values; AID 488922; Q9NPC2;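 active = ratio B-score over 3 SD below the library mean, with starting fluorescence within 5 SD of its mean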;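 note: negative B-score means less thallium flux so channel inhibition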
HDAC3 inhib: inhibitors of human histone deacetylase 3. O15379. recombinant HDAC3, fluorogenic peptide/trypsin coupled, fluorescence. inhibition, % at 8.3 µM. 320,000 compounds, 0.15% hits. AID 2718; in the data active = inhibition above about 26%, passing the limit was not always enough
Target sequence (O15379 whole entry, looked up): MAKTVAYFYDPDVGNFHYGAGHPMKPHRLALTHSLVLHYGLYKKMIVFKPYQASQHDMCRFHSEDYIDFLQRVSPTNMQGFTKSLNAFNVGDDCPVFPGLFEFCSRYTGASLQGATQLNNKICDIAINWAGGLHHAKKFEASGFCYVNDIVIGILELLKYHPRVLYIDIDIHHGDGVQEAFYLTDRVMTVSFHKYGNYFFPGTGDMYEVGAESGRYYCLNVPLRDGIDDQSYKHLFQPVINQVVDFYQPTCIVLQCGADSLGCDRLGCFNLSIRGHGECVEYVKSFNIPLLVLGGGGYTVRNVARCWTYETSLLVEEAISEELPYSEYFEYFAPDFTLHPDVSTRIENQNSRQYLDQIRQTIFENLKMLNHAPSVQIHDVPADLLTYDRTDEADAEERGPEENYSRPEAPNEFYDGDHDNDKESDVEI
KCNK3 inh: human KCNK3 channel inhibition, primary screen. O14649. CHO-KCNK3 thallium flux, FluxOR fluorescence; hits give low values. 340,000 compounds, 0.84% hits. B-score at 10 µM. AID 602410;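 active = B-score under library mean minus 4 SD, starting fluorescence ratio at most library mean plus 5 SD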;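 note: more negative B-score means stronger inhibition of thallium flux through KCNK3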
Target sequence (O14649 whole entry, looked up): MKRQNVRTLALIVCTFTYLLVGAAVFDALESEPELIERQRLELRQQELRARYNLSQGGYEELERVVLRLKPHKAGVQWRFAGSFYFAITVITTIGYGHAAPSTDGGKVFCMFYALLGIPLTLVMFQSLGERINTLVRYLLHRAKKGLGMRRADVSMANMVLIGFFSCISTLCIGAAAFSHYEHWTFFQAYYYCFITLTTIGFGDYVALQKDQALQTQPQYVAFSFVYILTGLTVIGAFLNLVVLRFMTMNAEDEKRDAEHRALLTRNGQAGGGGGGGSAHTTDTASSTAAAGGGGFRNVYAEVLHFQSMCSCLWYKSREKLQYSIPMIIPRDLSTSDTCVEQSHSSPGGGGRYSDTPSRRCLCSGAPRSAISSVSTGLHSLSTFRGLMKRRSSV
TMEM16A inh: mouse TMEM16A channel inhibition, primary screen. Q8BHY3. HEK293 TMEM16A/YFP iodide influx fluorescence, ionomycin. normalized B-score (activity score, 25-100; higher = stronger inhibition) at 10 µM. 310,000 compounds, 1.2% hits. AID 588511;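 active = ratio plate-corrected score three or more library SD toward inhibition, starting fluorescence score within five deviations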;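 note: score derived from kinetic fluorescence span divided by baseline fluorescence per well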
Active calls of the source: *; i = inactive; · = not tested or not shown.

structure,TRPC4 agonist,TMEM16A act,Dyrk1A ADPGlo,KCNQ1 act,hERG protect,KCNQ1 block,TRPC4 potent,KCNK9 inh,HDAC3 inhib,KCNK3 inh,TMEM16A inh
Cc1cc(C)nc(N2CCC(C(=O)NC3CCCc4ccccc43)CC2)n1 (configuration not stated),i,i,-12,i,-1,i,i,i,0,i,i
COc1ccc(S(=O)(=O)/N=C2/NC(=O)/C(=C\c3cc(OC)c(OC)cc3[N+](=O)[O-])S2)cc1,i,i,-8,i,-7,i,i,i,8,i,i
COC(=O)c1ccc(NC(=O)c2cccc(N3C(=O)C4C5C=CC(C6CC56)C4C3=O)c2)cc1 (configuration not stated),i,i,-3,i,-16,i,i,i,1,i,i
CCOC(=O)N1CCN(C(=O)CS(=O)(=O)c2cn(Cc3ccccc3C)c3ccccc23)CC1,i,i,4,i,-7,i,i,i,-6,i,i
O=C(O)CC(NNC(=O)c1ccccc1)C(=O)Nc1cccc([N+](=O)[O-])c1 (configuration not stated),i,i,-7,i,-6,i,i,i,2,i,i
O=C(Oc1ccc(Br)cc1C(=S)N1CCCC1)c1ccccc1F,i,i,-8,i,-11,i,i,i,0,i,i
CCc1cccc(NC(=O)CCCn2c(=O)[nH]c3ccsc3c2=O)c1,i,i,-1,i,-5,i,i,i,0,i,i
CCOC(=O)CC(NC(=O)c1cc2ccccc2oc1=O)c1cccc([N+](=O)[O-])c1 (configuration not stated),i,i,-3,i,-11,i,i,i,·,i,i
Cc1cccc(C)c1NC(=O)COC(=O)c1ccc2[nH]c3c(c2c1)CCCC3,i,i,-3,i,-10,i,i,i,-4,i,i
O=C1Cc2ccccc2C(=O)N1CCc1ccccc1,i,i,2,i,-12,i,i,i,-1,i,i
O=C(NCC1CCCO1)C(c1cccnc1)N(C(=O)Cc1cccs1)c1ccccc1 (configuration not stated),i,i,4,i,-11,i,i,i,-12,i,i
Cc1ccc(C2C(C#N)=C(N)Oc3nc(-c4ccccc4)[nH]c32)o1 (configuration not stated),i,i,13,i,-6,i,i,i,9,i,i
O=C(CN(c1ccccn1)S(=O)(=O)c1ccc(F)cc1)Nc1ccccc1,i,i,7,i,-9,i,i,i,0,i,i
Cc1cccc(C)c1NC(=O)C1(NC(=O)C2CCCN2C(=O)OC(C)(C)C)CCCCC1 (configuration not stated),i,i,-3,i,-15,i,i,i,-1,i,i
O=C(c1cc2ccccc2oc1=O)N(Cc1ccco1)C1CCS(=O)(=O)C1 (configuration not stated),i,i,-2,i,-1,i,i,i,5,i,i
O=C(CSc1ccc(Cl)cc1)Nc1ccc(C2SCCS2)cc1,i,i,0,i,-4,i,i,i,2,i,i
Cn1c(CO)cnc1S(=O)(=O)Cc1ccc(Cl)cc1,i,i,-4,i,-15,i,i,i,-5,i,i
CCCn1cc(SCC(=O)Nc2nnc(C)s2)c2ccccc21,i,i,1,i,-10,i,i,i,·,i,i
O=C(c1cccc2ccccc12)C1CCCN(C(=O)CCN2CCCO2)C1 (configuration not stated),i,i,4,i,-10,i,i,i,-1,i,i
Cc1ccc(CNC(=O)c2oc3ccc(S(=O)(=O)N4CCOCC4)cc3c2C)cc1,i,i,-1,i,-12,i,i,i,2,i,i
C=CCNc1nc(-c2c(C)nc3sccn23)cs1,i,i,1,i,-15,i,i,i,2,i,i
C[C@@H]1CC=C[C@H]2[C@H]1C(=O)N(Cc1ccccc1)[C@H]2c1ccoc1,i,i,-5,i,-15,i,i,i,-3,i,i
CN(CC(=O)NC(=O)NCc1ccccc1)Cc1ccc(Cl)c(Cl)c1,i,i,-1,i,-9,i,i,i,5,i,i
COc1cccc(OC)c1-c1nn2c(-c3ccccc3Cl)nnc2s1,i,i,13,i,-14,i,i,i,5,i,i
CCOC(=O)C(C)On1c(-c2ccc(Cl)cc2)nc2ccc([N+](=O)[O-])cc21 (configuration not stated),i,i,16,i,-2,9*,i,i,0,i,100*
CCOC(=O)Cc1nnc(NC(=O)CC)s1,i,i,1,i,-7,i,i,i,-6,i,i
CC1(C)SC(=S)N(/N=C/c2ccccc2O)C1N(O)C(=O)Nc1ccccc1 (configuration not stated),i,i,-3,i,-16,8*,i,i,13,i,i
CCc1nc(SCC(=O)c2ccccc2)c2c(=O)n(C)c(=O)n(C)c2n1,i,i,-5,i,-10,i,i,i,-6,i,i
Cc1ccc(NC(=O)C2CCC(CNc3c(N4CCC(C)CC4)c(=O)c3=O)CC2)cc1F (configuration not stated),i,i,-6,i,-11,i,i,i,-1,i,i
O=C1OCC=C1NNC(=O)c1cccnc1,i,i,-2,i,-19,i,i,i,6,i,i
Cc1ccc(NC(=S)N2CCC(NC(=O)c3ccco3)CC2)cc1C,i,i,3,i,-8,i,i,i,5,i,i
CC(/C=N/NC(=O)c1nnn(-c2nonc2N)c1CN(C)C)=C\c1ccco1,i,i,-4,i,-7,i,i,i,9,i,i
Cc1ccc(CNC(=O)c2ccc(N3CCc4ccccc43)c([N+](=O)[O-])c2)cc1,i,i,5,i,-21,i,i,i,3,i,i
COc1c(N2CCN(C(=S)Nc3ccc(F)cc3)C(C)C2)c(F)cc2c(=O)c(C(=O)O)cn(C3CC3)c12 (configuration not stated),i,i,13,i,-7,i,i,i,0,i,i
CC12CC3CC(C)(C1)CC(C(=O)Nc1nncs1)(C3)C2,i,i,-4,i,-8,i,i,i,3,i,i
CCOn1c(=O)c(=O)n(OC)c2ccccc21,i,i,-3,i,-3,i,i,i,3,i,i
O=C(CCn1cccc1)NC1CCCc2ccccc21 (configuration not stated),i,i,4,i,-10,i,i,i,1,i,i
Cc1ccc(S(=O)(=O)N2CCN(C(=O)CCn3cncn3)CC2)cc1C,i,i,6,i,-2,i,i,i,3,i,i
N#Cc1cc(C(=O)c2cc(Br)ccc2O)cn(C2CC2)c1=O,i,i,11,i,-1,i,i,i,9,i,i
O=C(NCc1ccccc1Cl)C1CCN(C(=O)c2sccc2-n2cccc2)CC1,i,i,-1,i,-6,i,i,i,8,i,i

Complete entries, quoted from the list. Order of screens: TRPC4 agonist	TMEM16A act	Dyrk1A ADPGlo	KCNQ1 act	hERG protect	KCNQ1 block	TRPC4 potent	KCNK9 inh	HDAC3 inhib	KCNK3 inh	TMEM16A inh
`C=CCNc1nc(-c2c(C)nc3sccn23)cs1` is listed as i	i	1	i	-15	i	i	i	2	i	i
`C[C@@H]1CC=C[C@H]2[C@H]1C(=O)N(Cc1ccccc1)[C@H]2c1ccoc1` is listed as i	i	-5	i	-15	i	i	i	-3	i	i
`CCc1nc(SCC(=O)c2ccccc2)c2c(=O)n(C)c(=O)n(C)c2n1` is listed as i	i	-5	i	-10	i	i	i	-6	i	i
`Cc1ccc(S(=O)(=O)N2CCN(C(=O)CCn3cncn3)CC2)cc1C` is listed as i	i	6	i	-2	i	i	i	3	i	i

(more compounds)
structure,TRPC4 agonist,TMEM16A act,Dyrk1A ADPGlo,KCNQ1 act,hERG protect,KCNQ1 block,TRPC4 potent,KCNK9 inh,HDAC3 inhib,KCNK3 inh,TMEM16A inh
COc1ccccc1CC(=O)N1CCCc2ccccc21,i,i,-3,i,-7,i,i,i,-1,i,i
COc1ccc(S(=O)(=O)N(C)c2ccc(C(=O)N3CCCCC3)cc2)cc1,i,i,-6,i,-10,i,i,i,-6,i,i
COc1cccc(NC(=S)NN=C2CCC(C(C)(C)C)CC2)c1 (configuration not stated),i,i,11,i,-4,i,i,i,2,i,i
CCn1c(C)nc2cc(C#N)ccc21,i,i,·,i,-9,i,i,i,-19,i,i
O=C(NCCc1ccc(Cl)cc1)C1CCN(C(=O)N2CCOc3ccccc32)CC1,i,i,3,i,-16,i,i,i,-3,i,i
COc1cc(CNCC(C)C)cc(Br)c1OCC(=O)Nc1ccccc1,i,i,-1,i,-14,i,i,i,5,i,i
COC(=O)Cc1c(C)c2ccc(OCC(=O)N3CCC(C)CC3)c(C)c2oc1=O,i,i,-2,i,-1,i,i,i,-43,i,i
O=C(c1ccc2ccccc2n1)N(CCO)Cc1ccccc1,i,i,-5,i,-5,i,i,i,0,i,i
CC(NC(=O)COC(=O)C1CCN(c2ccc(C(F)(F)F)cn2)CC1)c1ccc(Br)cc1 (configuration not stated),i,i,·,i,-10,i,i,i,-2,i,i
CC1(C)CC2(CC(C)(C)N1)OC(=O)N1CCc3ccccc3C12C (configuration not stated),i,i,0,i,-6,i,i,i,7,i,i
Cc1ccc(NC(=O)C(NCc2ccccn2)c2ccccc2)cc1 (configuration not stated),i,i,4,i,-6,i,i,i,-3,i,i
CC(C)(CC(=O)O)Cc1nc(-c2ccc(Cl)cc2)no1,i,i,1,i,-3,i,i,i,-5,i,i
CCCn1c(SCC(=O)N2CCCC(C)C2)nnc1-c1cccnc1 (configuration not stated),i,i,-4,i,-6,i,i,i,0,i,i
COc1ccc(CCNC(C)=O)cc1,i,i,-12,i,-3,i,i,i,2,i,i
O=C(/C=C\Nc1ccc2c(c1)OCO2)c1ccccn1,i,i,16,i,-8,i,i,i,0,i,i
O=C(O)C1Cc2ccccc2CN1C(=O)COc1ccc(Cl)cc1Cl (configuration not stated),i,i,-1,i,-6,i,i,i,0,i,i
COC(=O)C1C(=O)NC(SC)=C(C#N)C1c1ccccc1 (configuration not stated),i,i,7,i,-5,i,i,i,4,i,i

This is a subset. The share of hits here may be higher or lower than overall.
